MEP2-GFP yeast: modulators of TOR pathway MEP2-GFP in S. cerevisiae; S. cerevisiae MEP2-GFP strain, flow cytometry GFP, 3 h; 100% = DMSO control level; GFP response vs DMSO, % at 10 µM; actives 0.51% (n = 330,000); AID 2016;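 active means GFP response versus DMSO above a set limit, roughly screen mean plus 3 SD, cut at about 180% in these data; inconclusive means fewer than 70 cells counted for a yeast strain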;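 further: median GFP fluorescence of the barcode-gated MEP2-GFP cells per well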
RPL19A TOR yeast: modulators of TOR pathway RPL19A-GFP in S. cerevisiae. actives 0.3% (n = 330,000). percent response vs DMSO, % at 10 µM. S. cerevisiae RPL19A-GFP strain, flow cytometry, 3 h; active compounds read low;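 active means percent response vs DMSO below 50%; inconclusive means fewer than 70 events counted for the yeast strain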;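 further: median channel GFP fluorescence of the barcoded RPL19A-GFP strain; ratio of sample median GFP to plate DMSO average so 100% = DMSO; lower means less RPL19A-GFP as with rapamycin TOR inhibition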
Yeast superoxide: yeast age-related superoxide inhibition as caloric restriction mimetic. S. cerevisiae aged cells, superoxide DHE fluorescence; active compounds read low. superoxide response (% of plate mean), % at 10 µM. actives 0.18% (n = 330,000). AID 2690;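 active means superoxide response under a set limit, about three screen SD below normal, cut at about 65% in these data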;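 further: yeast aged for seven days with compound at 30 °C before DHE staining; 100% = average MFI of all compound-treated wells on the plate with controls excluded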
AHR act: human AHR activation; AHR-responsive luciferase reporter cells, luminescence; activation, % at 5 µM; actives 2.5% (n = 320,000); P35869; AID 2796; in the data active means activation above about 47%;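 further: 0% = vehicle wells and 100% = reference agonist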
Target sequence (P35869 whole entry, looked up): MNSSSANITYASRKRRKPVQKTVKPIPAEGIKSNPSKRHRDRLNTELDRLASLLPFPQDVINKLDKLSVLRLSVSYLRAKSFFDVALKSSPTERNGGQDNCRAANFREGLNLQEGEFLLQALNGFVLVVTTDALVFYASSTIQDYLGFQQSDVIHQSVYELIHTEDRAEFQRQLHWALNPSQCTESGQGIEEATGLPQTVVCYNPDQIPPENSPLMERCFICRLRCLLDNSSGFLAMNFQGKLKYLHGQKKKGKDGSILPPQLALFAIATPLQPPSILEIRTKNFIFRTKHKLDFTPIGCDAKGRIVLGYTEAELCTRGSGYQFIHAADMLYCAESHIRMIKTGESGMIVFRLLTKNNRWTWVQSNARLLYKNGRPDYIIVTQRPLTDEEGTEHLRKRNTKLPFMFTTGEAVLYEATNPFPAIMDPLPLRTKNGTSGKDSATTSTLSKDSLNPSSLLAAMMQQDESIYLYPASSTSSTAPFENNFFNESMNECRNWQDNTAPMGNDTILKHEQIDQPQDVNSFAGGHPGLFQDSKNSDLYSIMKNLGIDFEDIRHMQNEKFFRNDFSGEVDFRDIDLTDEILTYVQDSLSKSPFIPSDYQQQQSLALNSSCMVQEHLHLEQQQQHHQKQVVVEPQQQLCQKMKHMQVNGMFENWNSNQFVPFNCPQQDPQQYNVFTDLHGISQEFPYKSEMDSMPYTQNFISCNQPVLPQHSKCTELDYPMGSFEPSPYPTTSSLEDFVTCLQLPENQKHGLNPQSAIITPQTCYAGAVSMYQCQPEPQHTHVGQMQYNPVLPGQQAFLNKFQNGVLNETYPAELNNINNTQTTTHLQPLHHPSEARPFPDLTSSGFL
CIT2-GFP yeast: alters CIT2-GFP fluorescence in TOR pathway yeast screen | S. cerevisiae CIT2-GFP strain, flow cytometry, 3 h; 100 means same as DMSO wells | GFP response vs DMSO, % at 10 µM | actives 0.065% (n = 320,000);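 active means GFP response relative to DMSO above a set limit, near the screen mean plus 3 SD, cut at about 150% in these data; inconclusive means Fewer than 70 cells measured for a yeast strain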;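 further: ratio of well median GFP fluorescence to mean of DMSO wells on the plate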
AGP1 TOR yeast: modulators of TOR pathway AGP1-GFP in S. cerevisiae | S. cerevisiae AGP1-GFP multiplex flow cytometry, 3 h; GFP as percent of DMSO wells | GFP response vs DMSO, % at 10 µM | actives 0.02% (n = 320,000);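 active means GFP response relative to DMSO above a set limit, near screen average plus 3 SD, cut at about 150% in these data; inconclusive means fewer than 70 cells counted for the yeast strain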;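 further: median GFP channel fluorescence of the gated AGP1 strain per well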
LAP4 TOR yeast: yeast TOR pathway LAP4-GFP modulation | S. cerevisiae LAP4-GFP multiplex, flow cytometry GFP, 3 h; median GFP as percent of DMSO wells | GFP response vs DMSO, % at 10 µM | AID 2023 | actives 0.34% (n = 320,000);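 active means GFP response vs DMSO above a set limit, about the screen mean plus 3 SD, cut at about 150% in these data; inconclusive means under 70 cell events counted for the yeast strain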
Efflux pump inh: blocks antifungal efflux pumps in multiplex yeast assay | AID 485275 | S. cerevisiae Candida pump triplex, Nile Red efflux | inhibition, % at 10 µM | actives 0.44% (n = 330,000);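 active means plate passing quality check with inhibition over a set limit, or well fluorescence over plate mean plus 4 SD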;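 further: Nile Red retained in pooled yeast measured as flow cytometry median fluorescence; 0% = buffer negative control and 100% = Enniatin B positive control; higher means more Nile Red kept so more efflux inhibition; some compounds called inactive have numbers as strong as hits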
An asterisk follows results filed as active; u = inconclusive; x = not tested or not shown; [ ] = remark or other dose.

SMILES	MEP2-GFP yeast	RPL19A TOR yeast	Yeast superoxide	AHR act	CIT2-GFP yeast	AGP1 TOR yeast	LAP4 TOR yeast	Efflux pump inh
CCN1CCN(CC(=O)N2CCCC(C(=O)c3ccc(Oc4ccccc4)cc3)C2)CC1 (stereo not drawn)	113	105	99	1	108	106	113	0.1
COc1cccc(NC(=O)CN(C)CC(=O)c2c(C)[nH]c3ccccc23)c1	105	101	119	21	108	104	103	0.2
O=C(NNc1cccc([N+](=O)[O-])c1)/C(=C\c1cccnc1)NC(=O)c1ccccc1	99	100	91	2	100	102	102	0.1
CC(=O)COc1ccc(-c2csnn2)cc1	107	105	100	0	95	108	118	0.0
CC(=O)Nc1ccccc1C(=O)N1CCc2ccccc21	99	100	113	14	113	107	98	0.0
CCCCCOC(=O)Cn1c(N2CCCCCC2)nc2c1c(=O)[nH]c(=O)n2C	102	94	101	2	98	94	94	0.0
CCOc1ccc(-n2c(C)c(C(C)=O)c(C(C)=O)c2C)cc1	96	98	101	-3	106	92	97	0.0
O=C(NCc1ccc(F)cc1)C1CCN(S(=O)(=O)c2ccc3c(c2)OCCCO3)CC1	106	104	100	0	111	107	99	0.0
CCO[C@@H]1OC(C(=O)Nc2ccccc2)=C[C@H](c2ccc3c(c2)OCO3)[C@H]1CCCO	93	100	116	10	115	94	136	0.0
C/C(CC(=O)Nc1cccc2c1CCCC2)=N\NC(=O)Cc1ccccc1	101	101	102	3	92	102	93	0.0
O=C(Nc1ccc(Oc2cccc(C(F)(F)F)c2)nc1)c1cccs1	111	99	108	-7	92	97	111	0.0
COc1ccc(C(=O)NCC(=O)OCCOc2ccc(Cl)cc2)cc1OC	97	101	81	1	103	102	91	0.0
CCOc1ccc2[nH]c(=S)[nH]c2c1	105	100	106	9	98	102	96	0.0
CN(C1=NS(=O)(=O)c2ccccc21)c1ccc(OC(=O)c2ccncc2)cc1	95	94	98	-2	92	103	109	-0.1
O=S(=O)(Nc1nc2ccccc2s1)c1ccc(Br)s1	90	115	105	16	76	77	80	0.2
CC(C)C(NC(=O)C1CCC(C(C)(C)C)CC1)C(=O)NCc1cccnc1 (stereo not drawn)	93	93	104	1	x	94	86	-0.2
COc1ccc(-n2c(SCc3ccc([N+](=O)[O-])cc3)nnc2-c2ccccc2)cc1	104	101	107	3	96	102	98	0.2
Nn1c(SCc2ccccc2F)nnc1-c1cccnc1	105	99	86	10	93	104	104	0.1
O=C(NCc1ccc(Cl)c(Cl)c1)c1cccnc1	95	96	113	1	98	96	96	-0.2
CC(=O)c1cccc(OCc2cc(C(=O)N(C)Cc3cnccn3)no2)c1	93	98	105	7	94	97	92	0.0
O=C(O)CCC(=O)Nc1sc2c(c1C(=O)Nc1cccc3ccccc13)CCCCC2	104	98	91	40	89	97	99	-0.2
O=C(NCc1ccc2c(c1)OCO2)C1CCN(S(=O)(=O)c2ccc(F)cc2)CC1	111	105	111	1	115	123	125	-0.1
CCCCNC1CCS(=O)(=O)C1 (stereo not drawn)	99	97	89	1	102	99	100	0.0
COc1ccc(S(=O)(=O)NNC(=O)c2cc3cc4ccccc4nc3s2)cc1	106	106	98	4	106	110	97	-0.3
C=CCN=C(C)C1=C(O)CCC1=O	171	70	115	2	94	x	105	0.1
Further structures
SMILES	MEP2-GFP yeast	RPL19A TOR yeast	Yeast superoxide	AHR act	CIT2-GFP yeast	AGP1 TOR yeast	LAP4 TOR yeast	Efflux pump inh
CCC(CO)Oc1cc(NCc2cccc(O)c2)c2ncn(C(C)C)c2c1 (stereo not drawn)	91	97	86	1	101	92	89	-0.2
Cn1cccc1Cc1nnc(SCC(=O)N2CCCC2)n1CCc1ccccc1	111	102	102	-1	103	108	101	0.0
COC(=O)c1cc(C(=O)Nc2cc(C)on2)cc([N+](=O)[O-])c1	102	104	108	1	104	95	85	-0.1
O=C(c1ccco1)N1CCN(c2ncnc3c2cnn3-c2ccccc2)CC1	105	99	96	14	109	105	116	-0.1
CC1Cc2cc(S(=O)(=O)N3CCC(C(=O)NCc4ccco4)CC3)ccc2N1C(=O)C1CCC1 (stereo not drawn)	105	109	111	-1	106	106	102	0.0
CC(C)(C)OC(=O)N[C@@H](Cc1ccccc1)C(=O)NCC1CCC(C(=O)N[C@@H](CC(=O)O)C(=O)O)CC1 (stereo partly drawn)	98	95	126	0	89	96	103	0.5
COc1ccc2oc(C(=O)Nc3ccc(N4CCOCC4)cc3)c(C)c2c1	103	98	84	-8	95	100	110	0.0
Cc1nc2ccc3nc(NC(=O)c4ccc5c(c4)OCCO5)sc3c2s1	103	96	107	-3	91	90	91	-0.1
Cc1nc(N2CCOCC2)c2c(C)c(C(=O)Nc3ccc(C(F)(F)F)cc3)sc2n1	103	107	94	-6	105	103	99	-0.1
Cc1ccsc1C(=O)NNC(=O)c1cccc(S(=O)(=O)N2CCCC2)c1	107	100	79	1	93	100	102	-0.1
COC(=O)c1cc(OC)c(OC)cc1NC(=O)c1ccccc1C	119	106	101	1	98	99	113	-0.1
O=C(O)CNC(=O)c1ccccc1NC(=O)c1ccco1	96	101	110	13	103	99	105	-0.2
Cc1ccc(N=c2c([N+](=O)[O-])nn(-c3ccccc3)n2O)c(C)c1	100	99	113	25	99	x	97	-0.3
CCN(CC(=O)NCc1cccs1)C(=O)C(c1ccccc1)c1ccccc1	107	105	97	-1	100	104	105	-0.1
O=S(=O)(Nc1ccc(Cl)cc1)c1ccc2c(c1)CCO2	99	102	121	3	93	102	113	0.1
O=c1oc(-c2ccccc2Cl)nc2ccsc12	98	88	97	5	62	77	139	0.2
O=C(NCc1ccc2c(c1)OCO2)c1cc(-c2cc(Cl)ccc2O)n[nH]1	101	97	97	4	99	103	104	0.0
N#CC1(NC(=O)CSc2nnc(C3CC3)n2C2CC2)CCCCC1	98	95	91	0	98	96	97	0.2
O=C(Nc1ccc2c(c1)OCO2)c1cc(C2CC2)on1	98	91	95	26	96	93	99	-0.1
NS(=O)(=O)c1ccc(CCNC(=O)c2cc3ccccc3oc2=O)cc1	149[may fluoresce violet]	80[may fluoresce violet]	96	-1	u	u	72[may fluoresce violet]	0.0
COc1ccc(COC(=O)N/N=C(\C)CC(=O)NCc2ccc(Cl)cc2)cc1	95	98	100	4	95	102	110	0.0
Cc1ccc(SCC(=O)NCCC2=CCCCC2)cc1	98	98	94	5	104	100	87	0.0
CCc1cccc(C)c1NC(=O)C(c1ccc(O)cc1)N1CCC1=O (stereo not drawn)	108	101	90	0	109	108	100	0.0
CCC(=O)Nc1nnc(SCC(=O)Nc2cccc(Cl)c2)s1	99	96	96	0	97	105	99	0.5
COc1ccc(NC(=O)Cn2nnc(C(N)=O)c2N)c(OC)c1	98	95	93	13	100	96	95	-0.1
More structures
SMILES	MEP2-GFP yeast	RPL19A TOR yeast	Yeast superoxide	AHR act	CIT2-GFP yeast	AGP1 TOR yeast	LAP4 TOR yeast	Efflux pump inh
Cc1cccc(C)c1NC(=O)C1(N2CCN(C(=O)c3ccco3)CC2)CCCCC1	108	101	97	0	100	94	97	0.0
CCCCn1c(N)c(S(=O)(=O)c2ccc(C)cc2)c2nc3ccccc3nc21	103	104	108	2	102	98	92	-0.1
C=C1CCN([C@@H](CC(C)C)C(=O)Nc2nc3ccc(Cl)cc3s2)S(=O)(=O)c2ccccc21	88	94	93	1	85	88	129	0.0
CCCC(=O)Nc1cc(C(=O)O)ccc1Sc1ccc(C)cc1	98	92	106	-2	102	79	96	0.0
Cc1ccc(C)c(N2CCN(CCCNC(=O)CCn3c(=O)c4cccn4c4cccnc43)CC2)c1	108	103	102	10	104	103	106	0.1
Cc1onc2c(=O)n(-c3ccccc3)nc(-c3ccccc3)c12	93	94	90	3	91	97	106	-0.1
COc1ccc(C(=O)NN2CCOCC2)cc1[N+](=O)[O-]	94	98	99	3	92	94	86	-0.5
COc1ccc(CN(Cc2ccc(OC)cc2)S(=O)(=O)c2ccc(-n3cnnn3)c(C)c2)cc1	105	99	80	2	100	105	98	-0.1
COc1cc(OC)c(CN2CCCN(C)CC2)cc1Br	115	105	96	0	106	106	101	0.1
O=C(O)c1cccc(S(=O)(=O)Nc2ccc([N+](=O)[O-])cc2O)c1	101	97	94	0	97	98	103	0.1
CCCC(C)NC(=O)Cc1ccc(S(=O)(=O)N2CCOCC2)s1 (stereo not drawn)	93	90	113	1	93	101	92	-0.1
O=C(NNC(=O)c1cccs1)c1ccc2ccccc2c1	90	94	110	4	91	94	95	-0.1
OCCN1CCN(CC(O)COCC2COc3ccccc3O2)CC1 (stereo not drawn)	104	99	86	1	89	97	110	0.0
CCn1c2ccccc2n2c(=O)c(=O)n(CC(=O)N3CCN(c4ccccc4OC)CC3)nc12	100	101	102	-3	110	99	91	0.2
O=C(CCCNC(=O)c1ccc(Cl)cc1)NCc1ccc(F)cc1	91	96	86	1	103	103	97	-0.3
CCc1ccc2[nH]c(=O)c(CN(CCCN3CCOCC3)C(=O)Nc3ccc(F)cc3)cc2c1	99	93	103	2	98	100	95	0.0
Cc1cc(C(=O)N/N=C/C=C/c2cccc([N+](=O)[O-])c2)n[nH]1	114	99	97	-7	109	103	85	-0.1
COCCN(C(=O)CSc1nnc2cc(C)c3ccccc3n12)c1c(N)n(Cc2ccccc2)c(=O)[nH]c1=O	99	103	100	2	95	99	93	0.3
COc1ccc(NC(=O)c2cccnc2)cc1OCC(C)C	106	101	95	51*	105	104	102	-0.2
Cc1cc(NC(=O)CSc2nc(Cc3ccc(O)cc3)c(C)[nH]2)no1	92	98	90	2	96	95	88	0.3
CC(C)(C)NS(=O)(=O)c1ccc(CCC(=O)NCc2ccc3c(c2)OCO3)cc1	98	112	90	2	85	85	77	0.0
COc1ccc(-c2csc(NC(=O)c3c(C)noc3C)n2)cc1	101	101	109	0	88	93	111	-0.3
O=C(COC(=O)c1cc(Cl)nc2ccccc12)c1ccc(Cl)cc1	102	100	102	-1	94	95	94	0.5
CCC(C)NC(=O)c1ccccc1NC(=O)Nc1ccccc1 (stereo not drawn)	99	82	102	45	105	114	98	-0.2
O=C(COC(=O)C1(c2ccccc2F)CCCC1)N1CCN(C(=O)c2ccco2)CC1	95	95	106	0	95	95	93	0.1
The list continues.
SMILES	MEP2-GFP yeast	RPL19A TOR yeast	Yeast superoxide	AHR act	CIT2-GFP yeast	AGP1 TOR yeast	LAP4 TOR yeast	Efflux pump inh
CCOC(=O)CC1C(=O)NCCN1C(=O)c1ccc(Cl)cc1Cl (stereo not drawn)	100	98	102	1	116	115	113	0.0
CCN(C(=O)CSc1nnc(Cc2cccc3ccccc23)n1N)C1CCS(=O)(=O)C1 (stereo not drawn)	108	101	106	0	101	109	106	0.0
CC(=O)OC(C)[C@H]1CC[C@H]2[C@@H]3CC[C@H]4C[C@@H](OC(C)=O)CC[C@]4(C)C3=CC[C@]12C (stereo partly drawn)	105	113	99	-3	103	105	111	0.1
O=C(Oc1cccc(C(=S)N2CCOCC2)c1)c1cccc(Cl)c1	101	98	88	-3	94	95	102	0.0
O=C(Nc1ccc(F)c(F)c1)C1CCCN1S(=O)(=O)c1ccc(F)cc1 (stereo not drawn)	105	105	91	2	101	101	105	0.0
COc1ccccc1CCc1nnc(CCC(=O)NCCCOc2cccnc2)o1	113	108	104	0	105	110	110	0.0

Laid out differently: entries from further up
Below each compound – MEP2-GFP yeast | RPL19A TOR yeast | Yeast superoxide | AHR act | CIT2-GFP yeast | AGP1 TOR yeast | LAP4 TOR yeast | Efflux pump inh
> CC(=O)OC(C)[C@H]1CC[C@H]2[C@@H]3CC[C@H]4C[C@@H](OC(C)=O)CC[C@]4(C)C3=CC[C@]12C (stereo partly drawn)
 : 105 | 113 | 99 | -3 | 103 | 105 | 111 | 0.1
> O=C(Oc1cccc(C(=S)N2CCOCC2)c1)c1cccc(Cl)c1
 : 101 | 98 | 88 | -3 | 94 | 95 | 102 | 0.0
